UDG counterscr = counter-screen for AID inhibitors: uracil-DNA glycosylase inhibition. FRET deamination/UDG coupled assay, UDG read, 4 h. Potency, µM (top dose mostly 115 µM), without a hit: at the top dose activity change, negative = inhibition, most hits filed as inhibitors. 91,000 tested, 0.14% active. AID 1347430; further: nearly all actives have a fitted effect of over 65% in size
AID inh = activation induced cytidine deaminase inhibition; AID deamination FRET fluorescence, UDG-coupled, 4 h; Potency, µM (titrated, usually from 115 µM), without a hit: at the top dose activity change, negative = inhibition, actives largely listed as inhibitors; 91,000 tested, 0.32% active; further: nearly all actives have a fitted effect of over 25% in size
Target sequence (Q9GZX7 whole entry, looked up): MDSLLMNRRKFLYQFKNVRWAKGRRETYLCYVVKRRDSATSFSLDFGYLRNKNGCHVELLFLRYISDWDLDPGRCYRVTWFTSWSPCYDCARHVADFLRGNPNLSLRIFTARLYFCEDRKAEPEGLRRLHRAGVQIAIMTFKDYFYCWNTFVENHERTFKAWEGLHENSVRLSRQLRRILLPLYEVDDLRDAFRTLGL
Active calls of the source: *; u = inconclusive; [ ] = remark or other dose. The call rests on the fitted dose curve; in most records, active means well fitted curve in the direction sought with a large enough effect; inconclusive means small, poorly fitted or top-dose-only effect, or another doubt; inactive means no such curve, though single readings can be large; an effect the other way counts as inactive or inconclusive. On the % scale 0 is the no-effect control and ±100 the full control effect; potency means the concentration at half of the fitted maximal effect. The list is partial. The share of hits here may be higher or lower than overall.

structure	UDG counterscr	AID inh
COc1ccc(CNC(=O)c2cc(-c3ccc(OC)c(OC)c3)nc3n[nH]c(-c4ccc(C)cc4)c23)cc1	3.8%	9.3%
CCCCn1cc2c(c1-c1ccc(Cl)cc1)c(=O)n(C)c(=O)n2C	-8.3%	-18.1%
COCCNc1nc2c(S(=O)(=O)c3ccccc3)nnn2c2ccc(Cl)cc12	-16.9%	6.7%
CCOc1cc(C#N)c(NC(=O)c2ccc(OC)c(S(=O)(=O)N3CCN(c4ccccc4)CC3)c2)cc1OCC	-0.8%	-4.3%
CCCNC(=O)/C(C#N)=C/c1c[nH]c2ccccc12	9.3%	0.8%
FC(F)(F)c1cccc(NC(=S)N2CCSC2c2ccc(Br)cc2)c1 (configuration not stated)	-12.1%	-4.6%
CCOc1cccc(C(=O)Nc2c(C(=O)c3ccc(OC)cc3)oc3ccccc23)c1	-1.8%[57.5 µM]	0.1%
C=CCNC(=O)NC(=O)CN(C)Cc1cc(C)on1	-7.3%	-1.5%
COc1cc(NC(=O)NCCn2nnc3cc(S(=O)(=O)N(C)C)ccc32)cc(OC)c1	5.6%	-10.2%
COc1ccc(-c2c(C)nc(N)nc2-c2ccc(OC)cc2O)cc1	-8.3%	28.2%
O=C(CCn1c(=O)c2cccn2c2cccnc21)N1CCN(c2ccccc2)CC1	9.2%	6.8%
Cc1ccsc1C=Nc1ccc(C23CC4CC(CC(C4)C2)C3)cc1	-6.3%	-1.1%
Cc1ccc(C(C)(C)c2ccc(C(=O)O)cc2)cc1	-8.1%	-12.1%
C=CCSC1=N/C(=C\c2ccc(OC)cc2)C(=O)S1	1.4%	-1.3%
NCc1cccc(OCc2ccccc2)c1	1.9%	-0.5%
Cc1ccc(NC(=O)Nc2sc3nc4n(c(=O)c3c2C)CCC(C)CC4)c(Cl)c1 (configuration not stated)	3.3%	-1.6%
Cc1ccc(C(=O)c2cn(Cc3ccc(F)cc3)c3nc(C)ccc3c2=O)cc1	-16.0%	53.0%[activator]
O=C(Cc1cccs1)N(Cc1ccccn1)C1CC1	2.2%	37.0%[activator]
CC1(C)CC(=O)C/C(=N/NC(=O)c2ccccc2Br)C1	-1.0%	6.0%
CCCCNC(=O)CCC1N=C2c3ccccc3N=C(SCC(=O)NCCc3ccc(OC)c(OC)c3)N2C1=O (configuration not stated)	-7.8%	13.0%
Cc1ccc(-n2nnc(C(=O)N(C)c3ccccc3)c2C)cc1Cl	8.6%	3.7%
CCc1ccc(NC(=O)CN2C(=O)C3(SCC(=O)N3c3ccc(F)c(F)c3)c3ccccc32)cc1 (configuration not stated)	2.2%	u
Fc1ccc(-c2noc3ncnc(NCCc4ccccc4)c23)cc1	5.5%	14.0%
COc1ccc(Cl)cc1C(=O)NNC(=O)C1CCCC(C(F)(F)F)C1 (configuration not stated)	8.9%	-6.8%
O=C(Nc1cc(C(F)(F)F)ccc1Cl)c1cccc(OCc2ccccc2)c1	-5.4%	-13.3%
CCN1CCN(c2oc(COc3ccccc3F)nc2C#N)CC1	-2.2%	-1.3%
O=C(c1cc2ccccc2oc1=O)N1CCN(c2ccc(Cl)cc2)CC1	8.0%	36.1%[activator]
COc1ccccc1N1CCN(c2nc(C)c3c(n2)CC(C)(C)CC3=O)CC1	-0.5%	3.8%
CC(C)Oc1ccc(CNC(=O)CN2C(=O)CCn3nc(-c4cn(C)c5ccccc45)cc32)cc1	-6.1%	5.3%
COc1cccc(OC)c1C(=O)NCCc1c[nH]c2ccccc12	-8.1%	-2.0%
CCCOC(=O)c1cccc(Nc2nc(C(=O)OCC)nc3ccccc23)c1	89.1µM*	-23.1%
COc1ccc(Cn2c(SCC(=O)N(C)Cc3ccccc3)nc3ccccc32)cc1	u	u
CCn1c2ccccc2c2nnc(N3CCN(c4ccc(OC)cc4)CC3)nc21	4.8%	1.1%
COc1ccc(CN(C)CC(=O)NC(=O)NC2CCCCC2)cc1	-3.2%	-4.9%
CCCCC(=O)N1CCc2cc(OC)c(OC)cc2C1COc1ccc(OC)cc1 (configuration not stated)	-12.5%	u
COc1ccc(Nc2c3c(nc4ccc(NC(=O)/C=C/c5cccc(OC)c5OC)cc24)CCCC3)cc1OC	-7.7%	u
COc1cccc(CNC(=O)CCc2c(C)nn(-c3ccc(N4CCOCC4)nn3)c2C)c1	-1.7%	1.8%
COc1ccc(C2Nc3ccccc3-c3cc(C)nn32)c(OC)c1 (configuration not stated)	-16.7%	-28.2%
NC(=O)NC(=O)COC(=O)c1ccc(F)cc1F	12.4%	3.7%
Cc1nc2c(cnn2C(C)C)cc1C(=O)N(C)Cc1ccc(Cl)cc1Cl	-14.4%	-18.2%
CC1(C)CC(NC(=S)NC2CCCC2)CC(C)(C)N1	8.5%	2.5%
COc1ccc(-c2nn3c(=O)cc(CN4CCN(S(=O)(=O)c5ccc(C)cc5)CC4)nc3s2)cc1	u	171.5%[activator]
Cc1ccc(Cn2c(SCC(=O)NCc3ccc(Cl)cc3)nc3ccsc3c2=O)cc1	5.1%	16.3%
CCOc1ccc(-c2cc(C(F)(F)F)c(C#N)c(SCC(=O)Nc3ccccc3)n2)cc1	-9.5%	3.6%
CCOc1ccc(NC(=O)CSc2oc(-c3ccco3)nc2S(=O)(=O)c2ccc(Cl)cc2)cc1	-10.8%	19.2%
CCNC(=O)C(=O)NCC(c1ccco1)S(=O)(=O)c1ccc(Cl)cc1 (configuration not stated)	13.3%	-13.3%
COc1ccc(CNC(=O)C2CCCN(S(=O)(=O)c3ccc4c(ccn4C)c3)C2)c(OC)c1 (configuration not stated)	14.6%	2.6%
COc1ccc(NC(=O)c2nnn(Cc3nc(-c4cc(Br)ccc4OC)oc3C)c2C)cc1	-5.2%	6.6%
Cc1cccc(-c2nc3scc(CCNS(=O)(=O)c4ccc5c(c4)OCCO5)n3n2)c1	3.1%[57.5 µM]	-9.9%
COc1ccc(NC(=O)CCc2c(C)[nH]n(-c3ccc(F)cc3)c2=O)cc1OC	-0.1%	2.1%
COc1ccc(-n2nc(C)c3c2NC(=O)CC3c2ccc(O)c(OC)c2)cc1 (configuration not stated)	5.7%	4.1%
CC(C)c1ccc(N2C(=O)CSC23C(=O)N(C)c2ccccc23)cc1 (configuration not stated)	-3.5%	12.0%
Clc1ccc(-c2onc3cc(-c4ccccc4)ccc23)cc1	2.9%	-5.7%
CCCCCCCCc1cnc(-c2ccc(O)cc2)nc1	4.6%	2.8%
Cc1ccc(S(=O)(=O)N2CCN(C(=O)Cc3ccccc3)CC2)cc1C	-5.8%	-12.2%
COc1ccc(C(=O)Oc2cccc(OC(=O)c3ccc(OC)cc3)c2)cc1	-0.5%	-9.5%

Continuation:
structure	UDG counterscr	AID inh
CC(C)NC(=O)c1ccc(Cn2c(=O)c3cccn3c3cccnc32)cc1	-0.1%	5.7%
C/C(=C(/C#N)c1nc2ccccc2[nH]1)c1ccc(C)cc1	4.1%	6.1%
CSc1ccc(CNC(=O)c2ncoc2-c2cccs2)cc1	-6.3%	-21.1%
C#CC(N)CCC(=O)O (configuration not stated)	3.7%	-1.5%
COc1ccc2c(CNCc3ccco3)c(C(=O)O)n(Cc3ccc(F)cc3Cl)c2c1	14.9%	u
Cc1cc2oc(=O)cc(CN3CCOCC3)c2cc1Cl	-8.3%	-6.1%
CC1=C(C(=O)Nc2ccccc2)C(c2cccc(O)c2)n2nc(-c3ccccc3Cl)nc2N1 (configuration not stated)	28.3%	7.6%
CCCCN(C)CCC(=O)Nc1cccc(Cl)c1	-10.4%	-9.8%
Cc1ccc(Cl)cc1NC(=O)CCCN1C(=O)CCn2nc(-c3cn(C)c4ccccc34)cc21	-27.2%	15.7%
CCOC(=O)c1sc(-c2ccc(OC)c(OC)c2)cc1NC(=O)c1ccco1	0.8%	30.2%[activator]
CCOc1ccccc1CNC(=O)C1CCN(C(=O)N2CC(CC)Oc3ccccc32)CC1 (configuration not stated)	1.4%	-5.5%
Cc1c(-c2ccccc2)oc2c(C(=O)N3CCN(CC(=O)NC(C)(C)C)CC3)cccc2c1=O	1.2%	-9.9%
NC(c1ccc(F)cc1)c1ccccc1I (configuration not stated)	-5.4%	-7.6%
CCN(C(=O)Cn1c(=O)n(Cc2ccc3c(c2)OCO3)c(=O)c2ccc(C(=O)NC3CCCCC3)cc21)c1cccc(C)c1	-4.9%	u
Cc1ccc(NC(=O)CSc2ccc3c(c2)OCCCO3)c(Br)c1	3.9%	-8.4%
Cc1noc(/C=C/c2ccccc2F)c1S(=O)(=O)N1CCC(C(=O)NCc2ccco2)CC1	-10.4%	-5.6%
CC(C)(C)c1ccc(-c2nc(-c3ccc(Br)o3)no2)cc1	-5.7%	-8.2%
COc1cccc(C(=O)Nc2cccc(-c3cn4c(C)csc4n3)c2)c1OC	-12.3%	-22.2%
CCc1ccc(C(=O)/C=C/c2ccc([N+](=O)[O-])cc2)cc1	-13.7%	-20.9%
CCOc1ccccc1N(C)C(=O)c1cc(S(=O)(=O)NCc2ccc(C)cc2)ccc1F	u	-13.0%
CCOC(=O)c1cccc(NC(=O)CSc2ncc3c(n2)-c2ccccc2N(C)S3(=O)=O)c1	-2.9%	176.1%[activator]
CCc1ccc(NC(=O)Cn2ccn(-c3ccc(C)c(C)c3)c(=O)c2=O)cc1	4.6%[57.5 µM]	9.9%
COc1ccccc1NC(=O)Cn1c(=O)n(-c2cccc(C(C)=O)c2)c(=O)c2c3c(sc21)CN(C(C)=O)CC3	-4.8%	12.5%
COc1cc(C(=O)NCc2coc(-c3cccs3)n2)ccc1C	-1.4%	-11.7%
COC(=O)c1ccc(C(=O)OC)c(NC(=O)c2cnn3c(C(F)F)cc(-c4ccc(C)cc4)nc23)c1	-4.5%	-4.7%
C=CCNC(=O)c1ccccc1NC(=O)C1CCC1	5.2%	-4.3%
Clc1ccc(-c2nc(CN3CCCC3c3ccsc3)co2)cc1 (configuration not stated)	-2.2%	-18.2%
O=C(CSc1n[nH]c(-c2ccccc2)n1)N1CCCCC1	22.2%	3.9%
COc1cc(NC(=O)c2ccc(N3C(=O)C(C)CS3(=O)=O)cc2)cc(OC)c1OC (configuration not stated)	-1.0%	-3.0%
CCC1CCC(C(=O)NC(C(=O)Nc2cccc(OC)c2)C(C)C)CC1 (configuration not stated)	0.1%	4.9%
N#Cc1cccc(Oc2ccc(C3CCCCC3)cc2)c1C#N	-4.3%	-2.8%
COc1ccc(-c2cc(C(F)(F)F)c(C#N)c(SCC(=O)Nc3ccc(F)cc3)n2)cc1	1.1%	-11.7%

Molecules from the list above that contain a tert-butyl group:
structure	UDG counterscr	AID inh
Cc1c(-c2ccccc2)oc2c(C(=O)N3CCN(CC(=O)NC(C)(C)C)CC3)cccc2c1=O	1.2%	-9.9%
CC(C)(C)c1ccc(-c2nc(-c3ccc(Br)o3)no2)cc1	-5.7%	-8.2%

The list goes on:
structure	UDG counterscr	AID inh
CCC(C(=O)NCc1ccccc1OC)n1nc(C)n2c(cc3occc32)c1=O (configuration not stated)	-9.5%	1.3%
COc1ccc(CNC(=O)CSc2nc3ccccc3nc2N2CCCC2)cc1	4.9%	3.5%
O=C(NCc1cccc(Br)c1)c1cnn(-c2ccc(F)cc2)c1-n1cccc1	-3.1%	u
CC1(C)CC(=O)C2=C(C1)OC(=O)CC2c1cccc2ccccc12 (configuration not stated)	-5.2%	-12.5%
Cc1occc1C(=O)OCC(=O)c1sc2ccccc2c1C	-6.8%	16.9%
Cc1ccc(NC(=O)CCc2c(C)nn(-c3ccc(N4CCCC4)nn3)c2C)cc1	1.8%	-4.4%
Fc1ccc(-n2ncc3c(N4CCCCCC4)ncnc32)cc1	4.4%	72.6%[activator]
CC1(c2ccccc2)NC(=O)N(Cc2ncc(-c3ccccc3)o2)C1=O (configuration not stated)	-6.6%	-0.4%
Cc1ccc(OCCNC(=O)c2ccc3c(c2)NC(=O)CS3)cc1	2.9%	7.1%
Cc1ccccc1OCc1nnc(SCc2cc(=O)c3ccccc3[nH]2)n1C	-10.2%[57.5 µM]	48.5%[activator]
COc1ccc(Cn2c(C(=O)O)c(CNCc3ccc(C)o3)c3ccc(C)cc32)cc1	3.9%[57.5 µM]	4.9%
CCc1cc(CC)n(-c2nc3c(c(=O)n(CC(N)=O)c(=O)n3C)n2CC)n1	7.3%	0.9%
CCC(C(=O)N1CCN(c2ccc(OC)cc2)CC1)n1nc(C)n2c(cc3occc32)c1=O (configuration not stated)	1.9%	-17.7%
O=S(=O)(/C=C/c1ccccc1)N1C=Cc2ccccc2C1c1c[nH]c2ccccc12 (configuration not stated)	-4.6%	49.3%[activator]
COc1ccc(CNC(=O)C(=O)NCC(c2cccnc2)N2CCN(c3ccccc3F)CC2)cc1 (configuration not stated)	6.1%	-7.8%
CC(NC(=O)c1ccc2c(c1)N(Cc1ccc(Cl)cc1)C(=O)c1ccccc1S2(=O)=O)c1ccccc1 (configuration not stated)	-9.8%	-14.5%
CCOC(=O)C(=O)Nc1ccc(C(=O)OC)cc1	12.7%	2.7%
COc1ccc(C(CNC(=O)c2ccc(Br)s2)N2CCCC2)cc1 (configuration not stated)	-0.5%	-5.8%
